697 NFkB inh – inhibitors of the PMA/ionomycin-induced NF-kB reporter in 697 B cells; 697 B-cell NF-kB luciferase reporter, 16 h; inhibition, % at 4 µM; 330,000 tested, 0.33% active; in the data active = inhibition above about 35%
Jurkat NFkB inh – inhibitors of the PMA/ionomycin-induced NF-kB reporter in Jurkat cells; inhibition, % at 4 µM; 330,000 tested, 0.53% active; AID 435003; PMA/ionomycin-induced NF-kB luciferase reporter, luminescence
CCR6 antagonist – blocks CCL20-driven beta-arrestin recruitment at human CCR6. CHO-K1 CCR6 PathHunter beta-arrestin, luminescence, CCL20-stimulated. inhibition, % at 20 µM. 340,000 tested, 0.49% active;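 active = compounds whose inhibition of the agonist-driven luminescence signal at 20 µM reaches about 50%, limit read from the data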;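 note: cells stimulated with CCL20 at 14 nM final; plate controls were DMSO with CCL20 for no effect and DMSO without agonist for full effect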
SENP8 inh – inhibitors of human SENP8 protease; Q96LD8; purified SENP8, Z-RLRGG-aminoluciferin cleavage, luminescence; inhibition, % at 10 µM; 330,000 tested, 1.2% active; AID 2540
Target sequence (Q96LD8 whole entry, looked up): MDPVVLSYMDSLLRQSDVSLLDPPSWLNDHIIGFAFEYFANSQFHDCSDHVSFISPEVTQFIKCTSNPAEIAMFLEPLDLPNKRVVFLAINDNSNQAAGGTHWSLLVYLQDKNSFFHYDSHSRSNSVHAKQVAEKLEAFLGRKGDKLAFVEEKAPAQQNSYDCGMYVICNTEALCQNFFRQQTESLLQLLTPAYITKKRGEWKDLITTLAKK
UBC13 polyUb – human UBC13 polyubiquitination inhibition. UBC13 polyubiquitin chain formation, TR-FRET. inhibition, % at 20 µM. 330,000 tested, 0.47% active. AID 485273; in the data active = inhibition above about 45%, passing the limit was not always enough
Target sequence (P61088 whole entry, looked up): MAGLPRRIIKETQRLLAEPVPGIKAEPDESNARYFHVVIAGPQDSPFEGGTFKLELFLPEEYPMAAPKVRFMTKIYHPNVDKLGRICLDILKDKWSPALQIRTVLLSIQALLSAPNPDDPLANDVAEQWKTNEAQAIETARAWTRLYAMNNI
Gli-Sufu block – blocks Gli-Sufu signaling in a luciferase reporter; inhibition, % at 5 µM; 340,000 tested, 0.74% active; Sufu-KO-LIGHT fibroblasts, Gli luciferase reporter luminescence;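 active = inhibition above about 55%, limit read from the data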;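 note: 0% = DMSO-treated cells and 100% = wells with medium but no cells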
Apaf-1 inh – human Apaf-1 inhibition; 330,000 tested, 0.71% active; inhibition, % at 20 µM; reconstituted apoptosome caspase-3 activity, DEVD-Rh110 fluorescence; O14727; AID 489030; active = inhibition of at least 40% at 20 µM;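 note: plate controls were DMSO wells for no effect and DEVD-CHO caspase inhibitor wells for full effect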
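Assay system: Apoptosome proteins | Medium: pH 7.5 Hepes buffer with CHAPS, BSA, DTT | Also added: Cytochrome c and DEVD-Rh110 substrate | Times: 30 min plus 50 min, RT | Detection: Rhodamine 110 fluorescence at Ex 480/Em 540 nm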
EBI2 antag – blocks human EBI2 receptor beta-arrestin signaling; P32249; EBI2 beta-arrestin recruitment, luminescence, 7a,25-OHC stimulated; inhibition, % at 5 µM; 360,000 tested, 0.81% active; AID 651636; in the data active = inhibition above about 38%;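 note: enzyme fragment complementation signal reports receptor beta-arrestin coupling in cells; 0% = agonist plus DMSO wells and 100% = wells without agonist; some results beyond the cut were filed as inactive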
Target sequence (P32249 whole entry, looked up, the tested form may be a part): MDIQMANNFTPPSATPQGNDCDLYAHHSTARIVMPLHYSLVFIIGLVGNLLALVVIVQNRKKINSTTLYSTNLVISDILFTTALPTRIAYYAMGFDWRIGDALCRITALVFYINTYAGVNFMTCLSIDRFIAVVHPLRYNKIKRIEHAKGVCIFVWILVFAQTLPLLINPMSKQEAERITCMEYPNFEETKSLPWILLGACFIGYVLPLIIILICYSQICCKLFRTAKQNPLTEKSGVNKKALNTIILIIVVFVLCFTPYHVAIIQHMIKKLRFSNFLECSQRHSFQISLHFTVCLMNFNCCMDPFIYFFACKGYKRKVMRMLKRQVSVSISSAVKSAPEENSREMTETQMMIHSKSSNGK
An asterisk follows results filed as active; x = not tested or not shown. Cut-off read from the data, not from the text of the source, unless noted: active = inhibition above about 50%; inactive = the rest. Not all compounds are listed (hit frequency here may not be typical).

Structure	697 NFkB inh	Jurkat NFkB inh	CCR6 antagonist	SENP8 inh	UBC13 polyUb	Gli-Sufu block	Apaf-1 inh	EBI2 antag
COC(=O)C1=C(C)N=C2SC(C#N)=C(N)N2C1c1ccc(OC)cc1 (stereo not drawn)	18.9	-17.6	-3.7	1.4	10.7	2.0	-1.3	13.4
Nc1c(S(=O)(=O)c2cccs2)c2nc3ccccc3nc2n1CCc1ccccc1	-14.4	-5.9	x	30.6	-24.3	x	70.8*	x
Fc1ccc(NC(=S)N2CCN(c3cccc(C(F)(F)F)c3)CC2)cc1	-28.2	15.0	12.1	0.9	-1.4	21.6	19.1	-3.4
CC(C)[C@H](NS(=O)(=O)c1cccc(C(F)(F)F)c1)C(=O)OCC(N)=O	1.9	1.3	-6.2	-2.9	-9.0	1.9	5.7	-5.0
O=[N+]([O-])c1ncc(Br)cc1Nc1ccccc1	-3.7	-9.5	-16.6	4.0	-26.1	-24.4	-10.5	-29.0
CCCNC(=O)[C@@H]1CCCN1C(=O)[C@@H]1Cc2ccccc2CN1	6.2	-5.9	10.5	10.1	-4.5	-9.5	0.1	-5.7
CCNC(=S)NN=C1CCC(C(C)(C)C)CC1 (stereo not drawn)	-8.2	-10.2	12.3	-5.5	-3.4	5.1	5.8	-14.4
CC(=O)Nc1ccccc1OC(C)C(=O)NC(C)c1ccc(F)cc1 (stereo not drawn)	2.9	-9.3	11.5	-5.5	-0.2	4.1	-6.7	-3.9
COc1ccc(CCN(C)C2CCCN(S(C)(=O)=O)C2)cc1OC (stereo not drawn)	9.3	10.7	4.5	5.4	1.4	8.2	-2.3	-4.3
C[C@@H](C(=O)Nc1nccs1)N1C(=O)C2CC=CCC2C1=O (stereo partly drawn)	-2.1	10.6	0.2	-3.7	-0.6	-0.2	-2.4	-5.5
Cc1cccn2c(CN[C@@H]3CCCC[C@H]3c3ccccc3)c(C(=O)N3CCOCC3)nc12	7.4	8.9	-6.5	-1.9	-0.6	-1.6	-3.6	9.6
FC(F)(F)c1cccc(-c2ccn3ncnc3n2)c1	2.8	14.8	-6.0	-1.0	3.9	15.9	-4.9	-8.3
CC(C)N(Cc1cc2ccccc2[nH]c1=O)C(=O)c1ccco1	13.9	5.5	-2.4	1.8	5.2	-4.0	5.2	4.6
CCCCOC(=O)CCc1n[nH]c(=O)[nH]c1=O	9.5	11.1	-9.3	-7.0	3.4	1.4	-4.9	-6.8
CCOC(=O)c1c(O)c2ccccc2n(C)c1=O	8.0	2.0	3.8	-3.7	0.9	-2.3	-1.7	-0.3
CC(C)(C)n1nnnc1C(c1cccs1)N(Cc1cccnc1)Cc1ccccc1Cl (stereo not drawn)	25.5	3.2	31.4	3.3	1.9	18.6	24.9	-5.9
COc1ccc(NS(=O)(=O)c2cc(NC(=O)CCNC(C)=O)ccc2N2CCOCC2)cc1	21.2	-8.3	21.5	10.8	4.2	-7.1	1.2	-3.2
CCOC(=O)c1ccc(NC(=S)N(CCCN2CCCC2)Cc2ccco2)cc1	3.4	2.7	10.0	0.3	14.4	15.9	0.0	-4.8
O=C(Cn1nnc2ccccc21)Nc1ccccc1[N+](=O)[O-]	-0.2	-11.6	-14.5	-3.1	-6.4	-6.7	-0.7	0.7
Nc1c(-c2ccccc2)c(CN2CCOCC2)nn1-c1cccc([N+](=O)[O-])c1	11.4	7.9	-0.6	3.5	2.2	-13.7	-19.4	-9.6
CN(C)CC(=O)Nc1ccc2cn[nH]c2c1	6.5	-1.8	-1.0	5.6	1.7	-4.4	-7.1	-4.5
O=C(/C=C/c1ccc(Cl)cc1)Nc1cc(S(=O)(=O)N2CCOCC2)ccc1N1CCOCC1	-45.2	-6.3	2.9	-15.0	-14.6	-1.6	25.0	12.1
Nc1cccnc1Sc1cc(Cl)cc(Cl)c1	-10.6	-8.4	-3.9	0.7	-8.1	-3.8	0.9	7.0
O=S(=O)(c1ccc(Cl)cc1)N1CCSC1c1ccco1 (stereo not drawn)	15.8	7.1	13.4	-3.7	-4.0	-4.1	19.9	4.5
CC(=O)c1ccc(OCC(O)CN2CC(C)OC(C)C2)cc1 (stereo not drawn)	13.5	-13.4	-8.3	3.7	2.8	-3.1	-8.0	-3.1
CC(C)Oc1ccc(Br)cc1/C=N\NC(N)=S	-15.1	-0.1	9.4	-14.1	-0.9	6.5	4.7	0.1
Cc1ccc(C)c(NC(=O)Cn2nc(-c3ccccc3)nc2-c2ccccc2)c1	-8.6	4.7	4.2	1.3	-2.8	1.6	2.6	-8.7
CCn1c(N2CCN(C(=O)C34CC5CC(CC(C5)C3)C4)CC2)nc2ccccc21	-48.1	-6.4	19.2	-0.5	10.6	5.2	19.8	14.6
CCOc1ccccc1N(CC(=O)NC1CCCCC1)C(=O)CNC(=O)c1ccco1	-13.5	0.1	-1.4	-9.5	-7.4	-0.5	7.8	-13.3
CC(C)NCCCOc1ccc(Cl)cc1Br	0.1	-6.7	5.6	-3.7	2.2	15.7	1.5	-21.1

Next section, starting with the last three of the part before.
Structure	697 NFkB inh	Jurkat NFkB inh	CCR6 antagonist	SENP8 inh	UBC13 polyUb	Gli-Sufu block	Apaf-1 inh	EBI2 antag
CCn1c(N2CCN(C(=O)C34CC5CC(CC(C5)C3)C4)CC2)nc2ccccc21	-48.1	-6.4	19.2	-0.5	10.6	5.2	19.8	14.6
CCOc1ccccc1N(CC(=O)NC1CCCCC1)C(=O)CNC(=O)c1ccco1	-13.5	0.1	-1.4	-9.5	-7.4	-0.5	7.8	-13.3
CC(C)NCCCOc1ccc(Cl)cc1Br	0.1	-6.7	5.6	-3.7	2.2	15.7	1.5	-21.1
CCOC(=O)c1cnc(SC2CC(=O)N(c3ccccc3)C2=O)nc1N (stereo not drawn)	2.5	9.5	-2.4	5.5	4.2	-3.0	-8.7	-22.1
Cn1c(SCC(=O)NC2CCCC2)nnc1-c1ccco1	1.0	-7.4	9.8	-18.1	-2.0	33.0	0.6	10.0
CC(C)OCCCn1c(=N)c(S(=O)(=O)c2ccccc2)cc2c(=O)n3ccccc3nc21	-10.6	-13.9	0.6	1.9	-15.1	0.6	9.2	9.4
O=C(NCc1ccccn1)c1ccc(S(=O)(=O)Nc2ccccc2F)cc1	0.0	6.0	4.5	-6.4	-2.7	-2.0	6.0	-4.5
N#CCC(=O)Nc1ccc(C(=O)OCC(=O)N(Cc2ccccc2)C2CCS(=O)(=O)C2)cc1 (stereo not drawn)	21.1	-13.1	9.0	-5.6	-4.8	-5.7	4.1	-5.7
O=C(O)c1ccc(/C=N/Nc2nnnn2-c2ccccc2)cc1	2.8	12.4	29.3	-1.5	-2.4	-2.6	-7.5	-16.2
CCOC(=O)C1CCCN(C(=O)c2ccc(C)c(S(=O)(=O)N3CCCCC3)c2)C1 (stereo not drawn)	-2.7	7.0	15.3	0.3	0.4	-0.9	-8.2	3.7
CCc1nc(NCCCn2ccnc2)c2oc3ccccc3c2n1	4.3	-14.4	-9.8	4.3	5.5	5.7	4.0	1.9
O=C(CSc1nncs1)NC1CCCCCCC1	-16.3	-16.8	1.3	-2.4	-7.6	-3.9	9.8	0.2
O=C(NCCc1ccc(Cl)cc1)C1CC(=O)N(C2CCCC2)C1 (stereo not drawn)	7.8	-4.4	10.2	0.9	7.5	-3.7	-5.3	-8.9
Cc1cc(N(CN2CCCC2=O)C(=O)c2ccccc2)no1	12.5	2.8	1.6	6.6	-14.0	0.7	2.1	-1.8
O=C(OCC(=O)C12CC3CC(CC(C3)C1)C2)c1ccccc1O	7.5	-1.6	6.0	7.0	8.8	0.8	-5.0	10.7
CC(=O)Nc1ccc(S(=O)(=O)N[C@@H](C)C(=O)N(C)Cc2cccs2)cc1	14.3	5.2	-1.4	-10.9	2.2	2.2	-3.0	10.4
Cc1cc(NC(=O)c2ccccc2[N+](=O)[O-])ccc1Br	-26.6	-43.6	10.1	-2.8	-0.1	-19.9	12.9	15.2
CCCn1nc(C(=O)NNC(=O)c2cccc(S(=O)(=O)NC(C)C)c2)c2ccccc2c1=O	4.2	-4.7	6.8	-5.1	-3.0	-4.7	-15.2	-6.8
COc1ccc(NS(=O)(=O)c2ccc(OC)c(N(C)S(=O)(=O)c3ccc(Cl)cc3)c2)cc1	-48.0	13.1	8.6	-5.4	-3.5	74.2*	4.4	27.9
COCCN(C(=O)CCC(=O)Nc1cc(C)on1)C(C(=O)NC1CCCC1)c1ccc(C(C)C)cc1 (stereo not drawn)	10.2	10.1	2.4	-2.0	2.8	-1.0	-22.3	17.1
CCc1nc2ccccc2c(C(=O)OCC(=O)N(CC(C)C)c2c(N)n(Cc3ccccc3)c(=O)[nH]c2=O)c1C	-16.2	6.1	8.8	0.9	-8.8	18.3	13.7	3.4
N#Cc1cc2c(=O)n3ccccc3nc2n(Cc2ccco2)c1=NC(=O)c1ccco1	-34.9	3.4	26.1	-6.1	-1.4	4.9	1.2	-6.9
CCC1CCCCN1CCCNC(=O)C1CCN(S(=O)(=O)N2CCC3(CC2)OCCO3)CC1 (stereo not drawn)	4.7	5.4	-7.5	-4.6	10.9	2.3	-7.8	-1.1
COc1ccc(NC(=O)COC(=O)CNS(=O)(=O)c2ccc(F)c(F)c2F)cc1OC	-0.1	7.4	-3.8	-7.9	-4.1	-14.2	-6.6	-19.9
CCc1c(C)sc(NC(=S)N2CCN(CC)CC2)c1C(=O)OC	-1.2	1.3	-1.3	-2.4	31.8	15.8	8.8	0.8
COc1ccc(-n2c(SCC(=O)Nc3ccc(C(=O)O)cc3)nnc2-c2ccccc2)cc1OC	16.8	1.4	7.8	2.2	1.4	-8.2	-1.5	0.3
COc1ccc(S(=O)(=O)N2CCCCC2)cc1NC(=O)CNc1ccc(F)cc1C	19.9	10.1	25.2	-1.6	-5.1	-1.6	9.5	26.1
Cc1ccnc(NC(=O)CCC(=O)N(CC(=O)NCc2ccccc2)Cc2ccccc2)c1	4.7	-2.9	-5.0	7.3	2.2	-9.6	7.4	8.2
Cc1sc2nc(N3CCOCC3)[nH]c(=O)c2c1-c1ccccc1	5.4	10.9	-3.5	-11.0	0.1	3.3	-13.1	2.9
O=C(COc1coc(CN2CCc3ccccc32)cc1=O)Nc1ccccc1	-3.9	-4.8	2.8	-7.8	-0.7	-9.1	13.1	-0.1

High-throughput results: PubChem, Sanford-Burnham Center for Chemical Genomics
